RXFP1 antagonist: qHTS Assay for Antagonists of the Relaxin Receptor RXFP1. HEK293-RXFP1, relaxin-stimulated cAMP HTRF, 30 min; active compounds read low. activity change, negative = inhibition, % at 57.5 µM. actives 0.59% (n = 350,000);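 active = activity change of -60% or lower, but not beyond a set lower limit; inconclusive = change between -60% and -40%, or beyond the set limit; inactive = change above -40%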; note: % is set by controls: 0 for no effect and ±100 for the full control effect
D2 antag: HTS Assay for Allosteric Antagonists of the Human D2 Dopamine Receptor: Primary Screen for Antagonists; D(2) dopamine receptor (Homo sapiens), P14416; HEK293 TREx D2 cells, calcium flux, dopamine EC80; inhibition, % at 10 µM; actives 2% (n = 340,000); AID 485344, 2010; in the data active = inhibition above about 30%; note: 0% is about no effect
Target sequence (P14416 whole entry, looked up): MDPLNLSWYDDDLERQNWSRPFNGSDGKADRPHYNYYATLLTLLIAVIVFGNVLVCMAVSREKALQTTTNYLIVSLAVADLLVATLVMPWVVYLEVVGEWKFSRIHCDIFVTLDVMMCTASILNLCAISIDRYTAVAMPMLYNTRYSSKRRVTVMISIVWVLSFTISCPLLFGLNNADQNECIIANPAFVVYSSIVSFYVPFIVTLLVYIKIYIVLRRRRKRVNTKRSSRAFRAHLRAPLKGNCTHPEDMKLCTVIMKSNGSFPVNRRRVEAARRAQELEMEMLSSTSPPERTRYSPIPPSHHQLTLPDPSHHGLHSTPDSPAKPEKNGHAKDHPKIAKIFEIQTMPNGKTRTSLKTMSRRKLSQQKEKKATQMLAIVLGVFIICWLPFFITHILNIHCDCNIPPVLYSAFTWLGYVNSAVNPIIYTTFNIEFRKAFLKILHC
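Overnight-induced (tetracycline, 30 C) HEK293 T-REx cells carrying force-coupled D2 receive a no-wash calcium dye, then compound, then EC80 dopamine at 180 s; signals are read kinetically throughout.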
D1 ag: Allosteric Agonists of the Human D1 Dopamine Receptor: qHTS. D(1A) dopamine receptor (Homo sapiens), P21728. HEK293 T-REx D1 cells, calcium flux, agonist mode. activation, % at 2 µM. actives 1% (n = 360,000). AID 504660, 2011; note: 0% is about no effect
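Inducible HEK293 T-REx D1 cells, force-coupled to calcium signalling, were plated at 4000 cells/well with tetracycline and held overnight at 30 C. After no-wash calcium dye loading, compound-evoked calcium rise over 180 s flagged agonists.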
D1 potentiator: Potentiators of Human D1 Dopamine Receptor: qHTS; actives 0.036% (n = 360,000); AID 504651, 2011; HEK293 TREx D1 cells, calcium flux, dopamine EC20 potentiation; potentiation, % at 10 µM; in the data active = potentiation above about 30%; note: 0% is about no effect
TRHR enhancer: qHTS for Small Molecule Agonists and Allosteric Enhancers of Human TRH Receptor: Primary Screen for Enhancers; Thyrotropin-releasing hormone receptor (Homo sapiens), P34981; TRHR cells, fluo-8 calcium fluorescence, EC20 TRH enhancement; enhancement, % at 2 µM; actives 0.66% (n = 360,000); in the data active = enhancement above about 30%; note: 0% is about no effect
Target sequence (P34981 whole entry, looked up): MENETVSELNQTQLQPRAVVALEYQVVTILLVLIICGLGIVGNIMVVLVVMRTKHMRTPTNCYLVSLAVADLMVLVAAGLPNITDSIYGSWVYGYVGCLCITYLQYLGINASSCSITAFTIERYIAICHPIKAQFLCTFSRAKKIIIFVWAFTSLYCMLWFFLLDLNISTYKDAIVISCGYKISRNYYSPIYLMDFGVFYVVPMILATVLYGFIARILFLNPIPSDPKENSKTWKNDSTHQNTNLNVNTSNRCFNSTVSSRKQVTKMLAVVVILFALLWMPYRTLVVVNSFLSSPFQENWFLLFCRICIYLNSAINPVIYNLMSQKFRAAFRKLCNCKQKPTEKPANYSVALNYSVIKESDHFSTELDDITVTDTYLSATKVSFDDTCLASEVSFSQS
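TRHR-expressing cells loaded with fluo-8 calcium dye were read kinetically (ex 480/em 530) during compound addition, then stimulated with an EC20 of TRH (10 nM final). Enhancement of the Gq-mediated intracellular calcium response was scored.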
D2 ag: HTS Assay for Allosteric Agonists of the Human D2 Dopamine Receptor: Primary Screen for Agonists; D(2) dopamine receptor (Homo sapiens), P14416; activation, % at 2 µM; AID 485358, 2010; actives 0.53% (n = 340,000); HEK293 T-REx D2 cells, calcium flux agonist mode;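 active = activation over 3 SD above normal in the single-dose calcium agonist read, cut at about 30% in these data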; note: 0% is about no effect
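Agonism is scored from calcium flux in a force-coupled, inducible HEK293 cell line expressing D2, read kinetically for 180 s after compound addition against dopamine controls.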
D1 antagonist: Antagonist of Human D 1 Dopamine Receptor: qHTS | D(1A) dopamine receptor (Homo sapiens), P21728 | HEK293 TREx D1 cells, calcium flux, dopamine EC80; active compounds read low | actives 3.2% (n = 360,000) | AID 504652, 2011 | activity change, negative = inhibition, % at 10 µM; in the data active = activity change below about -30%; note: % is set by controls: 0 for no effect and ±100 for the full control effect
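Allosteric or orthosteric antagonism assessed as attenuation of the calcium response to EC80 dopamine, added 180 s after compound, in induced HEK293 Trex D1 cells loaded with no-wash calcium dye.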
D2 potentiator: HTS Assay for Positive Allosteric Modulators of the Human D2 Dopamine Receptor: Primary Screen for Potentiators. actives 0.34% (n = 340,000). potentiation, % at 10 µM. HEK293 T-REx D2, calcium flux, EC20 dopamine potentiation. D(2) dopamine receptor (Homo sapiens), P14416;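 active = potentiation over 3 SD above the plate norm, cut at about 30% in these data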; note: 0% is about no effect
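Tetracycline-induced Hek293 Trex D2 cells, force-coupled to calcium, loaded with no-wash calcium dye. Compound added with 180 s kinetic read for agonism, then EC20 dopamine and a further 180 s read for potentiation.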
TRHR ag: qHTS for Small Molecule Agonists and Allosteric Enhancers of Human TRH Receptor: Primary Screen for Agonists; Thyrotropin-releasing hormone receptor (Homo sapiens), P34981; TRHR cells, calcium flux fluo-8, FDSS agonist mode; activation, % at 2 µM; actives 0.18% (n = 360,000); AID 493084, 2011; note: 0% is about no effect
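Fluo-8-loaded TRHR cells; 10 s baseline, compound added, kinetic Ca2+ fluorescence read 1/s, agonist mode.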
Starred values were filed as active, the others as inactive; ? = inconclusive; · = no result given; & = joins results of further samples. Cut-off read from the data, not from the text of the source, unless noted: active = activation above about 30%; inactive = the rest.

Letters: A = RXFP1 antagonist; B = D2 antag; C = D1 ag; D = D1 potentiator; E = TRHR enhancer; F = D2 ag; G = D1 antagonist; H = D2 potentiator; I = TRHR ag
SMILES: Cc1ccccc1CNC(=O)c1ccc(Cl)c([N+](=O)[O-])c1
  A = -13	B = -8	C = 12	D = -3	E = -1	F = 2.8	G = -61*	H = 1	I = -0.2
SMILES: CN(C)/N=C/c1cc(Cl)cc([N+](=O)[O-])c1O
  A = 16	B = 0	C = 4	D = -1	E = -3	F = -1.1	G = 5	H = -8	I = 0.2
SMILES: COc1ccc2c(c1)c(/C=N/Nc1nc3ccccc3[nH]1)c(C)n2C
  A = -23	B = 6	C = 1	D = -3	E = -4	F = -1.7	G = -18	H = -2	I = -0.5
SMILES: Clc1ccc(-c2ccc(CNCCSc3nnnn3-c3ccccc3)o2)cc1
  A = ?	B = ·	C = 9	D = 4	E = 9	F = 0.3	G = 16	H = -16	I = 1.7
SMILES: Cc1cccc2sc(NC(=O)C3CCN(S(=O)(=O)c4cc([N+](=O)[O-])ccc4Cl)CC3)nc12
  A = -8	B = ·	C = 1	D = 3	E = -11	F = ·	G = -7	H = 0	I = 1.0
SMILES: N[C@@H](CCC(=O)N[C@@H](CSN=O)C(=O)NCC(=O)O)C(=O)O
  A = ·	B = 9	C = -2	D = -7	E = -1	F = 0.1	G = -10	H = -3	I = -0.1
SMILES: Cc1cccc(N2CCN(C(=O)c3ccc4nc(N5CCCCC5)sc4c3)CC2)c1C
  A = -13	B = 9	C = 1	D = -5	E = -3	F = -0.3	G = 3	H = -4	I = -0.4
SMILES: COc1ccc(CC(=O)NCC(=O)N=Nc2c(O)[nH]c3ccccc23)cc1
  A = 5	B = -7	C = 3	D = -6	E = 5	F = -0.4	G = 4	H = 2	I = 0.1
SMILES: Cc1ccc(-c2ccc(/C=N/O)o2)cc1[N+](=O)[O-]
  A = -1	B = ·	C = 0	D = -2	E = -4	F = ·	G = 11	H = ·	I = -0.3
SMILES: CC1C(=O)N2CCCc3cc(NC(=O)CC(C)(C)C)cc1c32 (configuration not stated)
  A = -5	B = 2	C = 2	D = -12	E = -3	F = 0.1	G = -25	H = 13	I = -0.9
SMILES: COc1ccc(NC(=O)COc2cccc3c2OC(C)(C)C3)cc1OC
  A = -11	B = -5	C = 13	D = -2	E = -6	F = 0.1	G = -24	H = -13	I = -1.7
SMILES: C/C(=C\c1ccccc1)CN1CCN(C(C)C)C(CCO)C1 (configuration not stated)
  A = 0	B = -15	C = 6	D = 5	E = 8	F = 0.3	G = 10	H = -6	I = 0.8
SMILES: CC(=O)Nc1ccc(N2C(C(C)=O)=NN(c3ccccc3)C2c2cccs2)cc1 (configuration not stated)
  A = -17	B = -5	C = 5	D = 6	E = 10	F = 0.7	G = 2	H = -5	I = 1.3
SMILES: COC(=O)[C@@]12CCCN1[C@H](c1ccc(-c3ccc(F)cc3)c(OC)c1)[C@H]1C(=O)N(C)C(=O)[C@H]12
  A = ·	B = -3	C = 2	D = -2	E = 4	F = -0.3	G = -13	H = 13	I = 0.0
SMILES: C=CS(=O)(=O)c1sc(Cl)c(N2CCOCC2)c1[N+](=O)[O-]
  A = -35	B = 10	C = 1	D = -6	E = -6	F = 1.5	G = -11	H = 1	I = 4.0
SMILES: CC(C)Cc1cc(C(=O)Nc2cc(C(F)(F)F)ccc2Cl)no1
  A = -19	B = -7	C = 6	D = 2	E = 2	F = 0.0	G = 0	H = -1	I = 0.0
SMILES: O=C(Cn1c(-c2cccs2)cc2cc(F)ccc21)N1CCN(c2cccc(Cl)c2)CC1
  A = -8	B = ·	C = 0	D = 0	E = 8	F = -0.2	G = -3	H = 2	I = 0.4
SMILES: Cc1ccc(CNc2ccc(Cl)cc2[N+](=O)[O-])cc1
  A = -6	B = 4	C = 4	D = -9	E = -7	F = -0.5	G = 12	H = -7	I = 0.4
SMILES: CC1=C(C(=O)OCc2ccccc2)C(c2cccnc2)c2c(n(C)c(=O)n(C)c2=O)N1 (configuration not stated)
  A = 11&21	B = 12	C = 2	D = 0	E = -5	F = -2.4	G = -12	H = -5	I = -0.5
SMILES: CNc1ccccc1C(C)(C)c1cc(-c2ccco2)n[nH]1
  A = -10	B = 12	C = 7	D = 8	E = 15	F = -0.9	G = 5	H = 9	I = 0.2
SMILES: COCCCn1c(=O)c2ccccc2n(Cc2ccccc2C)c1=O
  A = -10	B = -16	C = 1	D = -2	E = 1	F = 0.6	G = 1	H = 12	I = -0.8
SMILES: COc1cc2c(cc1OC)C(COc1cccc(C(F)(F)F)c1)NCC2 (configuration not stated)
  A = -3	B = -37	C = 32*	D = -7	E = 4	F = 1.3	G = 3	H = 2	I = 4.3
SMILES: O=C(NCCc1ccc(Cl)cc1)C1CCN(c2ncccn2)CC1
  A = -3	B = 61*	C = 2	D = -4	E = 0	F = -1.8	G = -3	H = 10	I = -1.0
SMILES: O=C(N/N=C/c1ccc(OCCCF)cc1)c1cc(OCC(F)(F)F)ccc1OCC(F)(F)F
  A = -6	B = 5	C = 4	D = -5	E = 2	F = 0.2	G = -4	H = -10	I = 0.3
SMILES: Cc1oc2cc(OCc3cnn(-c4ccccc4)c3)ccc2c(=O)c1Oc1ccccc1F
  A = -2	B = 0	C = 3	D = -2	E = -1	F = 0.4	G = -1	H = 0	I = 2.2
SMILES: Cc1cc(C(C)(C)C)oc1C(=O)N(CC(=O)NC1CCCC1)Cc1ccc(F)cc1
  A = 5	B = -7	C = 12	D = -5	E = -10	F = 2.8	G = -12	H = -12	I = 3.0
SMILES: N=C1SCC(=O)N1c1ncc(Cc2cccc(Cl)c2)s1
  A = 5	B = 22	C = 3	D = 2	E = -1	F = 0.3	G = 0	H = -2	I = 0.4
SMILES: COc1ccc(CCNC(=O)Cn2c(=O)c3cccn3c3ccc(F)cc32)c(OC)c1
  A = -8	B = ·	C = 5	D = 0	E = -3	F = -0.1	G = 1	H = 13	I = 0.3
SMILES: Cc1ccc2[nH]c(=O)c(CN(CCCN3CCOCC3)C(=O)NC3CCCCC3)cc2c1
  A = 9	B = -2	C = 2	D = -3	E = -11	F = -0.4	G = 8	H = -4	I = -0.2
SMILES: Cc1ccc(C(=O)N2CCc3cc(CNC(=O)c4ccnn4C)ccc32)cc1
  A = 5	B = ·	C = 9	D = -4	E = 4	F = 1.1	G = -26	H = -6	I = -0.4
SMILES: CCCNc1nc(N2CCOCC2)nc(N2CCOCC2)n1
  A = -9	B = -18	C = 1	D = 1	E = 3	F = 0.4	G = 11	H = -1	I = 0.0
SMILES: Fc1ccc(CNCc2ccc3c(c2)OCO3)cc1
  A = 0	B = -3	C = 6	D = 0	E = 0	F = 0.2	G = -1	H = 1	I = 0.3
SMILES: N#Cc1c(Cn2cncn2)nc(=O)n(-c2ccccc2)c1N
  A = 16	B = -5	C = 2	D = 0	E = -1	F = 3.4	G = -13	H = 1	I = 0.0
SMILES: COc1cc(/C=N/N=C/c2c[nH]c(=O)c(C#N)c2Nc2ccccc2)ccc1O
  A = -1	B = 1	C = 1	D = 3	E = 8	F = 1.1	G = -6	H = -12	I = 0.4
SMILES: CCOC(=O)c1c(C)[nH]c(C(=O)OCCOc2ccc(Cl)cc2)c1C
  A = 0	B = 0	C = 0	D = -9	E = 13	F = -1.8	G = 5	H = 1	I = -1.5
SMILES: COc1cccc(CNC(=O)CCn2cccn2)c1
  A = -8	B = ·	C = 1	D = 3	E = 12	F = -1.1	G = -6	H = 7	I = -0.2
SMILES: O=C(c1cccs1)c1coc2ccc(O)c(CN3CCOCC3)c12
  A = -11	B = 3	C = 0	D = 0	E = 9	F = -0.3	G = -1	H = -2	I = -0.1
SMILES: COc1ccc(CN2CCNC(=O)C2CC(=O)NC2CCOCC2)c(F)c1 (configuration not stated)
  A = 3	B = 4	C = 1	D = 0	E = -7	F = 1.0	G = -2	H = -3	I = 0.2
SMILES: CN(C)c1cc[n+](CC(=O)c2ccc(-c3ccccc3)cc2)cc1
  A = 0	B = -8	C = 1	D = 2	E = -11	F = 0.2	G = -24	H = 9	I = -0.5
SMILES: COc1nc(NCCO)nc(Nc2ccc([N+](=O)[O-])cc2)n1
  A = -14	B = 2	C = 1	D = -7	E = -3	F = -1.5	G = 2	H = -3	I = 0.7
SMILES: Cc1ccccc1N1CCN(S(=O)(=O)c2nnc(NC(=O)CC(C)C)s2)CC1
  A = 1	B = 10	C = 4	D = -7	E = -3	F = -0.5	G = 6	H = 3	I = -0.1
SMILES: CCCC(=O)Nc1ccc(-c2nc3ncccc3o2)cc1C
  A = -21	B = ·	C = -1	D = -2	E = -12	F = 0.5	G = 6	H = -29	I = 1.6
SMILES: O=c1c(C(c2ccc(Br)cc2)c2c(O)nc3n(c2=O)CCS3)c(O)nc2n1CCS2
  A = 17	B = 7	C = 1	D = -4	E = -3	F = -1.5	G = 5	H = 8	I = -0.7
SMILES: Cc1ccc(C2=NN3C(C2)c2ccccc2OC32C(=O)Nc3ccccc32)cc1 (configuration not stated)
  A = -10	B = 13	C = 1	D = 2	E = -14	F = 0.2	G = 1	H = -14	I = -0.6
SMILES: Cc1ccc(S(=O)(=O)N2C(=O)CCC2C(=O)O/N=C(\N)c2ccc([N+](=O)[O-])cc2)cc1 (configuration not stated)
  A = 6	B = 0	C = 4	D = -6	E = 1	F = 1.1	G = 13	H = 5	I = 0.3
SMILES: O=C(Cn1cnc2c(nnn2Cc2ccc(F)cc2)c1=O)OCc1ccccc1
  A = -5	B = -9	C = 0	D = -3	E = 0	F = 0.3	G = 2	H = 11	I = -0.5

In another format: three of the compounds above.
canonical_smiles: CCCC(=O)Nc1ccc(-c2nc3ncccc3o2)cc1C
  RXFP1 antagonist = -21; D2 antag = ·; D1 ag = -1; D1 potentiator = -2; TRHR enhancer = -12; D2 ag = 0.5; D1 antagonist = 6; D2 potentiator = -29; TRHR ag = 1.6

canonical_smiles: O=c1c(C(c2ccc(Br)cc2)c2c(O)nc3n(c2=O)CCS3)c(O)nc2n1CCS2
  RXFP1 antagonist = 17; D2 antag = 7; D1 ag = 1; D1 potentiator = -4; TRHR enhancer = -3; D2 ag = -1.5; D1 antagonist = 5; D2 potentiator = 8; TRHR ag = -0.7

canonical_smiles: Cc1ccc(C2=NN3C(C2)c2ccccc2OC32C(=O)Nc3ccccc32)cc1 (configuration not stated)
  RXFP1 antagonist = -10; D2 antag = 13; D1 ag = 1; D1 potentiator = 2; TRHR enhancer = -14; D2 ag = 0.2; D1 antagonist = 1; D2 potentiator = -14; TRHR ag = -0.6
